Compound activity deposited in PubChem BioAssay by several laboratories.
PolyA inhibitor: inhibitors of polyadenylation in S. cerevisiae. calls only at 12 µM. 300,000 tested, 0.02% active. S. cerevisiae SKY197-pL101 polyadenylation reporter, beta-gal luminescence; efflux-impaired pdr1/pdr3 knockout yeast; score 100 = 6 SD above DMSO;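 active = lowest replicate activity score at least 50, where 100 means six control SD above control mean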;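 note: yeast exposed to compound for 9 h at 30 °C; higher score means more reporter readthrough which indicates perturbed polyadenylation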
RGS4 act: RGS4 potentiation or activation. HEK293 M3R/inducible RGS4, carbachol calcium flux Fluo4; active compounds read low. B-score at 10 µM. 310,000 tested, 0.92% active. AID 463111;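 active = B-score of the integrated calcium signal more than 4 SD below the library mean, with starting fluorescence not abnormally high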;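 note: negative B-score means reduced calcium response which marks RGS4 activation or potentiation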
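Reagent: ECmax carbachol challenge; Test system: M3R-expressing HEK293 line, RGS4 induced by doxycycline; Schedule: overnight RGS4 induction, 30 min dye load 37 °C, 20 min compound RT; Detection: calcium dye Fluo4 fluorescence; Read-out: Agonist-evoked peak-minus-minimum fluorescence over baseline, integrated ratio, B score.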
RGS4 inh: inhibitors of human RGS4; P49798; HEK293 M3R/RGS4 inducible, Fluo-4 calcium flux; active compounds read high; triggered by carbachol at its EC20; B-score at 10 µM; 310,000 tested, 0.45% active; AID 463165;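 active = B-score, a plate-corrected calcium signal, over three deviations above library mean, with baseline fluorescence within five deviations of library mean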;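 note: RGS4 expression induced by doxycycline in cells with stable M3 receptor; B-score is computed from the integrated fluorescence ratio over baseline after carbachol; higher B-score means a larger calcium signal and so more RGS4 inhibition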
Target sequence (P49798 whole entry, looked up): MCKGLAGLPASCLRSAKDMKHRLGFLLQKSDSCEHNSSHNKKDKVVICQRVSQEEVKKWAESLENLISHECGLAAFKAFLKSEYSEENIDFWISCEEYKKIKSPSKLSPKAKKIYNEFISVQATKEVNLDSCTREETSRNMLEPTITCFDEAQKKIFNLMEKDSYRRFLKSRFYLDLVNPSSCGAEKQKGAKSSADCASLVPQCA
KCNQ1 block: blocks the human KCNQ1 potassium channel | P51787 | 310,000 tested, 1.3% active | AID 2642 | B-score at 10 µM | CHO-K1 KCNQ1, FluxOR thallium flux fluorescence; active compounds read high;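 active = compounds whose thallium flux B-score, printed positive for inhibition, exceeds three library SD while starting fluorescence stays within three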;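 note: channel opened by potassium depolarization with thallium stimulus after 20 min compound exposure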
GSK3beta inhib: blocks human GSK3beta kinase activity; GST-GSK3beta kinase, ADP-Glo luminescence, 60 min; active compounds read low; activity score (negative = inhibition), % at 10 µM; 300,000 tested, 0.038% active; AID 2097;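 active = more than half of replicate wells score below -50%, meaning over 50% inhibition versus plate controls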;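 note: 0% = median DMSO wells and -100% = median GW8510 positive control wells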
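Assay system: GST-fused GSK3beta enzyme, cell-free / Medium: Tris pH 7.5 buffer with MgCl2, DTT, BSA, heparin / Also added: peptide substrate plus 25 µM ATP (final) / Compound: 10 µM single point / Timing: kinase reaction with compound 60 min at room temperature / Detection: ADP-Glo luminescence / Benchmarks: DMSO neutral wells and GW8510 at 20 µM as positive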
KCNK9 block: human KCNK9 channel inhibition | Q9NPC2 | HEK293 KCNK9, FluxOR thallium flux fluorescence; active compounds read low | B-score at 10 µM | 310,000 tested, 1.2% active | AID 488922;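 active = ratio B-score over 3 SD below the library mean, with starting fluorescence within 5 SD of its mean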;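 note: negative B-score means less thallium flux so channel inhibition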
DYRK1A inh: blocks rat Dyrk1A kinase activity. AID 504441. 310,000 tested, 0.43% active. ADP-Glo luminescence, NFATc1 peptide. inhibition, % at 12.5 µM; in the data active = inhibition above about 50%;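 note: plate controls were vehicle with enzyme for no effect and no enzyme for full effect; many of its hits are not listed in these tables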
hERG protect: hERG (human) protection from proarrhythmic block | Q12809 | CHO-hERG, FluxOR thallium flux, dofetilide IC70 present | activation (rescue from dofetilide block), less the hit threshold, % at 10 µM | 310,000 tested, 0.51% active;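 active = activation above the mean of controls blocked by dofetilide plus 5 SD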;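 note: thallium influx through hERG after potassium depolarization seen as dye fluorescence rise; in these data hits start at about 4.7%; inactives centre near -7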
GSK3A inh: inhibitors of human GSK-3 alpha kinase; P49840; ADP-Glo luminescence, 60 min; 320,000 tested, 0.1% active; inhibition, % at 10 µM;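 in the data active = inhibition above about 50%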;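 note: GST-tagged GSK-3 alpha with peptide substrate and 25 µM ATP; 0% = DMSO neutral wells and 100% = GW8510 positive control wells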
Target sequence (P49840 whole entry, looked up): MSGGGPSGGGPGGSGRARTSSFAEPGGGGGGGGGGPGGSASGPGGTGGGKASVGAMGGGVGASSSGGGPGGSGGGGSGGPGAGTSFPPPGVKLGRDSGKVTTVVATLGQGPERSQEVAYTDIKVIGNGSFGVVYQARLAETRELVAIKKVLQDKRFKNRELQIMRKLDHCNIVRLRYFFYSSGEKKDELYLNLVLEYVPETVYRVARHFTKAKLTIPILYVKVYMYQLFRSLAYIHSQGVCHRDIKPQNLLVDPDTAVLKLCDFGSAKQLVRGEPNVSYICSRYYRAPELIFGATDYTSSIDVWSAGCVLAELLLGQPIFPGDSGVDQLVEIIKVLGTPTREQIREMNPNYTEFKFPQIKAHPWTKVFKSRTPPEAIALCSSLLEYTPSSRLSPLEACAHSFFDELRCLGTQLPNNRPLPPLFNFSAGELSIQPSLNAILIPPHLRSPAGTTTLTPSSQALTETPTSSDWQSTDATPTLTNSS
KCNQ1 pot: human KCNQ1 channel potentiation or activation. 310,000 tested, 0.35% active. CHO-K1 KCNQ1, thallium flux FluxOR fluorescence; active compounds read high. B-score at 10 µM. P51787;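 active = fluorescence ratio B-score, a plate-corrected score, at least three library SD, with initial intensity B-score within 5 SD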
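System: CHO-K1 cells stably expressing KCNQ1 / Medium: assay buffer for compound exposure, DMSO matched across wells / Reagent: thallium- and potassium-containing depolarizing buffer / Compound: one concentration, matched DMSO / Incubation: 20 min compound pretreatment at room temperature / Measured by: kinetic FluxOR fluorescence, 10 s baseline plus 110 s post-stimulus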
KCNK3 inh: human KCNK3 channel inhibition, primary screen. O14649. CHO-KCNK3 thallium flux, FluxOR fluorescence; active compounds read low. B-score at 10 µM. 340,000 tested, 0.84% active;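 active = B-score under library mean minus 4 SD, starting fluorescence ratio at most library mean plus 5 SD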;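 note: more negative B-score means stronger inhibition of thallium flux through KCNK3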
Target sequence (O14649 whole entry, looked up): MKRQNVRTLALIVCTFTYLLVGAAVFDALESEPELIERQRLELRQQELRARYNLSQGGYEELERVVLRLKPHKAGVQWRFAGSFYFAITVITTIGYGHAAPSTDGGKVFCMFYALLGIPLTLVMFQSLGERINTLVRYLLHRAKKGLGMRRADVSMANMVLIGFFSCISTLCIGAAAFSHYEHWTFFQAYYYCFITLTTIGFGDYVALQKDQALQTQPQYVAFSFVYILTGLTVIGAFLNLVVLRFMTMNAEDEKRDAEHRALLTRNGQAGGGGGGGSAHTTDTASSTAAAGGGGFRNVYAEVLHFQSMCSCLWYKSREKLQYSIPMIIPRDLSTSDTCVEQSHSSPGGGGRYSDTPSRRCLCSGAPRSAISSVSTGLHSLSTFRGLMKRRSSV
* = called active by the depositor; i = inactive; . = not tested or not shown.

SMILES	PolyA inhibitor	RGS4 act	RGS4 inh	KCNQ1 block	GSK3beta inhib	KCNK9 block	DYRK1A inh	hERG protect	GSK3A inh	KCNQ1 pot	KCNK3 inh
c1ccc(COc2ccccc2CNC2CCCC2)cc1	i	i	i	i	-1	i	3	-14	0	i	i
COc1ccccc1NCC(O)COc1ccc(C(C)(C)C)cc1 (stereo not drawn)	i	i	i	i	-24	i	.	-1	5	i	i
COC(=O)[C@H](C)NC(=O)NCc1ccccc1	i	i	i	i	-1	i	.	-9	-2	i	i
COc1ccc(CNC(=O)/C=C/c2cc([N+](=O)[O-])ccc2OC(F)F)cc1OC	i	i	i	i	-1	i	7	-11	-2	i	i
CCNS(=O)(=O)c1ccc(CCC(=O)N2CCN(C(=O)OCC)CC2)cc1	i	i	i	i	0	i	11	-2	-5	i	i
CC(C)CCNC(=O)CN(Cc1ccco1)C(=O)c1snc(C(N)=O)c1N	i	i	i	i	2	i	24	-3	-4	i	i
Cc1[nH]nc(SCC(=O)NCc2ccc(Cl)cc2)c1[N+](=O)[O-]	i	i	i	i	-2	i	5	-5	-2	i	i
O=C(CN1CCN(c2ccccc2)CC1)Nc1cccc([N+](=O)[O-])c1	i	i	i	i	3	i	-2	0	0	i	i
CS(=O)(=O)c1ccc(C(=O)Nc2ccccc2N2CCOCC2)c(Cl)c1	i	i	i	i	0	i	-2	-5	1	i	i
CC1CCc2nc(/C(C#N)=C/c3ccncc3)sc2C1 (stereo not drawn)	i	i	i	i	-2	i	-2	-13	2	i	i
Cc1cc(C)nc(CCNC(=O)C2CCC(=O)N(Cc3ccccc3F)C2)n1 (stereo not drawn)	i	i	i	i	-3	i	1	-6	2	i	i
COc1ccc(/C=C/C(O)=C2/C(=O)N(C)C3(C)CC2c2ccccc2O3)cc1 (stereo not drawn)	i	i	i	i	1	-10*	-2	-12	-3	i	i
COc1ccccc1NS(=O)(=O)c1cc(NC(=O)CCc2nc3ccccc3c(=O)[nH]2)ccc1C	i	i	i	i	.	i	-1	-8	2	i	i
COc1ccc(OC)c(NCc2nnc(-c3ccccc3)o2)c1	i	i	i	i	-27	i	9	0	-3	i	i
CCCN1C(=O)/C(=C/c2ccc(OCc3ccc(C(=O)O)cc3)c(OC)c2)NC1=S	i	i	i	i	1	i	.	-30	-3	i	i
CSc1ccc(CN2CCc3c([nH]c4ccccc34)C2)cc1	i	i	i	i	.	i	14	-12	2	i	i
Cc1cccc(NC(=O)NCC(c2ccc(F)cc2)N2CCN(C)CC2)c1 (stereo not drawn)	i	i	i	i	2	i	-3	-3	-1	i	i
CC(=O)N1c2ccc3ccccc3c2C(C)CC12CCCCC2 (stereo not drawn)	i	i	i	i	4	-12*	4	-15	-1	i	i
COc1cccc(-c2nc(NC(C)C)c3ccccc3n2)c1O	i	i	i	i	-5	i	6	-13	-2	i	i
CC12CCC(C(=O)N(NC(=O)c3ccc(O)cc3)C1=O)C2(C)C (stereo not drawn)	i	i	i	i	-2	i	31	-4	0	i	i
COc1ccc(CCNC(=O)CCC(=O)Nc2ccc3nc(N4CCN(C)CC4)cc(C)c3c2)cc1OC	i	i	i	i	-3	i	1	-10	-3	i	i
COc1ccccc1-c1nc(C#N)c(N2CCN(c3cccc(Cl)c3)CC2)o1	i	i	i	i	1	-8.6*	0	-13	-2	i	i
Cc1ccc(S(=O)(=O)N2CCC(C(=O)NC3CC(C)(C)NC(C)(C)C3)CC2)cc1C	i	i	i	i	-3	i	2	-2	-1	i	i
O=C1CCC/C(=N\NC(=O)c2ccc(COc3ccccc3-c3ccccc3)cc2)C1	i	i	i	i	-1	i	-1	-14	1	i	i
CCc1nnc(NC(=O)CCc2c[nH]c3ccccc23)s1	i	i	i	i	-1	i	.	-1	2	i	i
N#Cc1nccnc1N1CCN(C(=O)Nc2ccccc2)CC1	i	i	i	i	2	i	0	-7	0	i	i
COc1cc(NC(=O)C2CC2)c(OC)cc1NC(=O)CCC(=O)NC1CCN(Cc2ccccc2)CC1	i	i	i	i	0	i	5	-8	-2	i	i
CCOCCCNC(=O)C1CCC(CNS(=O)(=O)c2ccc(Cl)cc2)CC1 (stereo not drawn)	i	i	i	i	-1	i	3	-3	-4	i	i
CCC(CC)C(=O)N1CCN(Cc2nc3ccccc3c(=O)[nH]2)CC1	i	i	i	i	0	i	4	-5	-2	i	i
Cc1n[nH]c(=O)c2c(NC(=O)CSc3nc4ccccc4c(=O)n3CCCO)oc(C)c12	i	i	i	i	-3	i	-2	-13	-1	i	i

Among those listed so far, these have a furan ring, fused or not:
SMILES	PolyA inhibitor	RGS4 act	RGS4 inh	KCNQ1 block	GSK3beta inhib	KCNK9 block	DYRK1A inh	hERG protect	GSK3A inh	KCNQ1 pot	KCNK3 inh
CC(C)CCNC(=O)CN(Cc1ccco1)C(=O)c1snc(C(N)=O)c1N	i	i	i	i	2	i	24	-3	-4	i	i
Cc1n[nH]c(=O)c2c(NC(=O)CSc3nc4ccccc4c(=O)n3CCCO)oc(C)c12	i	i	i	i	-3	i	-2	-13	-1	i	i

The list continues.
SMILES	PolyA inhibitor	RGS4 act	RGS4 inh	KCNQ1 block	GSK3beta inhib	KCNK9 block	DYRK1A inh	hERG protect	GSK3A inh	KCNQ1 pot	KCNK3 inh
CCCCOC(=O)c1ccc(NC(=O)C(=O)NCC2CCCO2)cc1 (stereo not drawn)	i	i	i	i	4	i	-6	-15	0	i	i
Oc1ccccc1CNc1cnc2ccccc2c1	i	i	i	i	3	i	.	-17	2	i	i
CC(C)CC(CO)N1CCN(C(=O)c2ccccc2)CCC1=O (stereo not drawn)	i	i	i	i	2	i	5	-3	-2	i	i
ClC1(Cl)CC1Cn1cnc2ccccc21 (stereo not drawn)	i	i	i	i	2	i	5	4	-1	i	i
CCc1ccc(NC(=O)C(NS(=O)(=O)c2cccc3nsnc23)c2ccccc2)cc1 (stereo not drawn)	i	i	i	i	-30	i	-2	-10	-1	i	i
CSc1ccccc1NC(=O)CSCc1nc2sc(C)c(C)c2c(=O)[nH]1	i	i	i	i	2	i	3	-17	1	i	i
COc1ccc(C2CC(c3ccc(Cl)cc3)n3nc(N)nc3N2)cc1 (stereo not drawn)	i	i	i	i	1	i	-5	-6	-3	i	i
O=C(/C=C1\SC(=O)N(CC(=O)Nc2ccc(F)cc2)C1=O)Nc1ccc(Cl)cc1	i	i	i	i	2	i	-3	-11	-1	i	i
COc1ccc(C(=O)CSc2nnc3ccc(-c4ccccn4)nn23)cc1	i	i	i	i	-19	i	0	-6	0	i	i
O=C(O)c1cc2cc(F)ccc2[nH]1	i	i	i	i	1	i	14	-7	-4	i	i
COc1ccc(N2CCN(C(=O)CSc3nnc4c5cc(C)ccc5n(C)c4n3)CC2)cc1	i	i	i	i	0	i	.	-11	0	i	i
N#Cc1c(N)n(CCc2ccc(F)cc2)c2nc3ccccc3nc12	i	i	i	i	-2	i	5	-9	6	i	i
O=C(N/N=C/c1c[nH]c2ccccc12)c1cc(-c2cccc3ccccc23)n[nH]1	i	i	i	i	-2	i	-1	-3	1	i	i
O=C(OCC(=O)c1c[nH]c2ccccc12)c1ccc(Br)o1	i	i	i	i	3	i	0	-7	0	i	i
CC(C)(C)c1nnc(N/N=C/c2cc(Br)ccc2O)n(N)c1=O	i	i	i	i	3	i	15	-23	-2	i	i
Cc1ccc(-n2nc3c(c2NC(=O)C(C)(C)C)CSC3)c(C)c1	i	i	i	i	2	i	1	-8	-3	i	i
O=C(CCCOc1ccc(Cl)cc1Cl)N1CCN(c2ccccn2)CC1	i	i	i	i	-11	i	7	-18	-2	i	i
COCc1c(C(=O)Nc2ccc(Cl)cc2F)oc2ccccc12	i	i	i	i	-26	i	-2	-2	-1	i	i
COc1cc(CNC(=O)c2nc(Cn3nc(C)c(Br)c3C)no2)cc(OC)c1	i	i	i	i	0	i	.	-16	-1	i	i
c1ccc(CCNc2ncnc3ccccc23)cc1	i	i	i	8*	-1	i	7	-17	-6	i	i
O=C(CCNS(=O)(=O)c1ccccc1C(F)(F)F)NNC(=O)c1csc(N2CCOCC2)n1	i	i	i	i	-1	i	-5	-10	2	i	i
CSCCC(NC(=O)c1cccc([N+](=O)[O-])c1)c1nc2ccccc2[nH]1 (stereo not drawn)	i	i	i	i	3	i	0	-1	-1	i	i
CCC1Sc2ccc(S(=O)(=O)CCC(=O)Nc3ccc(NC(C)=O)cc3)cc2NC1=O (stereo not drawn)	i	i	i	i	2	i	-4	-7	2	i	i
COc1ccccc1NS(=O)(=O)c1ccc(O)c(C(N)=O)c1	i	i	i	i	-2	i	-4	2	-1	i	i
COc1ccc(CC(=O)NNS(=O)(=O)c2ccc(F)cc2)cc1	i	i	i	i	0	i	1	-2	-1	i	i
COc1ccc(N(C(=O)CNC(=O)c2cccs2)C(C(=O)NCC2CCCO2)c2ccccc2)cc1OC (stereo not drawn)	i	i	i	i	-4	i	2	-11	8	i	i
Cn1c(C(=O)N2CCCC(C(=O)c3ccc(C(F)(F)F)cc3)C2)cc(=O)n(C)c1=O (stereo not drawn)	i	i	i	i	1	i	-5	-10	2	i	i
CC1CN(C(=O)CN2C(=O)NC3(CCCCCCC3)C2=O)CC(C)O1 (stereo not drawn)	i	i	i	i	1	i	6	-8	2	i	i
COc1cc(OC)c2c(C)cc(=O)oc2c1	i	i	i	i	1	i	30	-7	19	i	i
C[C@H](NC(=O)C1CCN(S(=O)(=O)c2ccccc2)CC1)C(=O)NCc1cccc(C(F)(F)F)c1	i	i	i	i	2	i	1	-10	-1	i	i
O=C(NCc1nnc(SCC(=O)N2CCCCC2)o1)c1ccc(F)cc1	i	i	i	i	-1	i	.	-4	-3	i	i
COc1ccc(/C=N/Nc2cc(N3CCOCC3)ncn2)c(OC)c1	i	i	i	i	3	i	-1	-2	-3	i	i
COC(=O)Nc1nc(Sc2ncc(C(F)(F)F)cc2Cl)n[nH]1	i	i	i	i	0	i	-4	-3	-1	i	i
O=C(CSc1c(Cl)cccc1Cl)NC1CCCc2ccccc21 (stereo not drawn)	.	i	i	i	0	i	-9	-3	.	i	i

Some of the compounds tested; rates above refer to the full screens.
